# Screening data deposited in PubChem BioAssay by several laboratories.
# OX1R antag-1 – blocks the human orexin 1 receptor; OX1R-expressing cells, FRET antagonist read-out; inhibition, % at 6.6 µM; AID 485270; actives 1.8% (n = 330,000); O43613; in the data active = inhibition mostly above about 38%, no sharp cut-off; inactive = mostly below about 40%;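 note: 0% = agonist challenge alone and 100% = reference antagonist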
# Target sequence (O43613 whole entry, looked up): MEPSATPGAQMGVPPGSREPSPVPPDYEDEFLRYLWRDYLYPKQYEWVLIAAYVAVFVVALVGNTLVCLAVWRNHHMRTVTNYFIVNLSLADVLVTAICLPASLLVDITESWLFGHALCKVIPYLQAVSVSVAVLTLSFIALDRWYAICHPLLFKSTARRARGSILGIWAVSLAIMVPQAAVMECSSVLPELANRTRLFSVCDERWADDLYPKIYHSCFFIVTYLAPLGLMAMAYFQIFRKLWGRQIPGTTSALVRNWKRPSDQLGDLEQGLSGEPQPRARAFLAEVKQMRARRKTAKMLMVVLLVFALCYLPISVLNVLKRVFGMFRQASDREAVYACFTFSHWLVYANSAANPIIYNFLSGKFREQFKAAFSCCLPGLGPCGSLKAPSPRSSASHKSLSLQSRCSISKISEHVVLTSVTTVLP
# STK33 kinase inh – blocks human STK33 kinase activity | Q9BYT3 | purified STK33, MBP phosphorylation, ADP-Glo luminescence | inhibition, % at 10 µM | actives 0.073% (n = 320,000) | AID 2661;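 active = inhibition at or above 25%, using the most active replicate where run in duplicate; inactive = inhibition below 25%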
# Target sequence (Q9BYT3 whole entry, looked up): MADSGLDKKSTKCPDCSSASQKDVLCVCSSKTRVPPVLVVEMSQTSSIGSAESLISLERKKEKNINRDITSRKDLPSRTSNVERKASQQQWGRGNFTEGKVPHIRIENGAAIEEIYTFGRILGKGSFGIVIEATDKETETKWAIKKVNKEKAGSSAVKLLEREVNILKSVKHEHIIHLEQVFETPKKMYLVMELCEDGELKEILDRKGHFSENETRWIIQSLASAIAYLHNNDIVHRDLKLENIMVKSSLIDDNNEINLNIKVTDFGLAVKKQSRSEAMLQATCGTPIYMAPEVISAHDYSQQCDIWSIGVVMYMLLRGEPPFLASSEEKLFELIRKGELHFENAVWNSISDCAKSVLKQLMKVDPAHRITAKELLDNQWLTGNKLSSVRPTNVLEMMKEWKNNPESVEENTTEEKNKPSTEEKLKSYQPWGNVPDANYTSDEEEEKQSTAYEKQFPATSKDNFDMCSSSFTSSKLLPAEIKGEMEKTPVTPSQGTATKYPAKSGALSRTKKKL
# OX1R antag-2 – antagonists of human orexin 1 receptor | CHO/OX1R cells, Fluo-8 calcium fluorescence, orexin A | actives 0.43% (n = 330,000) | inhibition, % at 5 µM | O43613 | AID 434989;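 active = inhibition above its plate's threshold, mean inhibition of all tested compounds on the plate plus 3 SD, cut at about 37% in these data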;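 note: 0% = orexin A challenge wells and 100% = SB-334867-A antagonist wells; not every result past the cut was called active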
# Numbers without * were called inactive; · = no result given.
OX1R antag-1	STK33 kinase inh	OX1R antag-2	SMILES
7	-0.2	8	Cc1ccccc1OCC(=O)NNC=O
17	-1.1	-16	Oc1ccc(Nc2ncnc3scc(-c4ccccc4)c23)cc1
4	-0.4	1	COc1ccc([C@H]2CC(=O)C=C(c3cc4ccccc4c4ccccc34)C2)cc1
4	0.5	-11	CCN(CCO)C(=O)C(c1ccccc1)c1ccccc1
18	-1.1	-6	COc1cccc(C(=O)NNC(=O)Cc2cccs2)c1
2	-0.1	-23	CCOc1ccc(S(=O)(=O)NCCC(=O)NC2CCC(C)CC2)cc1 (configuration not stated)
-1	-1.4	-23	COc1cccc(OC)c1C(=O)Nc1ccc2c(c1)CCCN2S(=O)(=O)c1ccc(C)cc1
14	-0.8	-29	CCN1CCN(c2ccc(S(=O)(=O)N3CCOCC3)cc2NC(=O)c2ccc(Cl)cc2Cl)CC1
20	-0.4	-12	COC(=O)[C@H](CC(C)C)NC(=O)Nc1ccc2c(c1)OCCO2
6	-0.2	-7	O=C(Nc1cc(C(F)(F)F)ccc1-n1cncn1)c1ccc(F)cc1Cl
-2	0.5	-10	O=c1nc(Nc2ccccc2)oc2ccccc12
14	1.3	-7	O=C(OCCCc1cc2ccccc2c(=O)o1)c1ccco1
3	-1.6	-8	Cc1nc(-c2ccccn2)nc(SCC(=O)N2CCOCC2)c1Cl
6	-1.1	-13	CCn1c(SCC(=O)N2CCc3ccccc32)nc2c(c1=O)SC(C)C2 (configuration not stated)
8	0.9	4	COc1ccc(/C=C(/NC(=O)c2ccco2)C(=O)Nc2cccc(C(=O)O)c2)cc1
16	-1.0	-10	COC(=O)CC1(C(=O)OC)Oc2ccccc2C(=O)N1c1ccc(F)cc1F (configuration not stated)
7	-1.7	-36	COc1ccc(NC(=O)CCCn2nc(C)c3c(C)n(-c4ccccc4)nc3c2=O)cc1
4	-0.9	-22	COc1ccc(NC(=O)CSc2nnnn2-c2ccc(OC)cc2)cc1
29	0.0	-25	CCN1C(=O)c2cccc3c(S(=O)(=O)Nc4c(C)n(C)n(-c5ccccc5)c4=O)ccc1c23
5	0.2	-11	O=C(NC1CCN(Cc2ccccc2)CC1)c1cccc(S(=O)(=O)Nc2ccc(Br)cc2)c1
7	0.4	-29	O=C(c1nn2c(C(F)(F)F)cc(-c3ccccc3)nc2c1Cl)N1CCOCC1
9	-0.6	-44	COCCN(C(=O)CCC(=O)Nc1cc(C)on1)C(C(=O)NC1CCCC1)c1ccccc1C (configuration not stated)
5	-1.1	-19	CC1CCC(C(C)C)C(OC(=O)CSc2nc(N)cc(=O)[nH]2)C1 (configuration not stated)
30	0.3	-13	COc1ccc(NC(=O)c2sccc2-n2cccc2)cc1
24	-1.6	0	CC(NCc1cccnc1)c1ccccc1 (configuration not stated)
8	-0.2	-3	CCCCC(=O)Nc1ccc(C(=O)N2CCCC(C(=O)OCC)C2)cc1 (configuration not stated)
47*	1.7	-14	O=[N+]([O-])c1ccc(/C=[N+](\[O-])CCO)o1
16	-0.8	-2	Cc1n[nH]c(=O)nc1NCCc1ccccc1
9	-0.1	-9	CCOc1ccccc1NC(=O)NC1(C(=O)NCC2CCCO2)CCCCC1 (configuration not stated)
-4	-0.9	-20	CCC(C)C(NC(N)=O)C(=O)Nc1ccc(OCc2ccccc2)cc1 (configuration not stated)

# Four compounds from above, arranged by length of the SMILES, smallest number first.
OX1R antag-1	STK33 kinase inh	OX1R antag-2	SMILES
16	-0.8	-2	Cc1n[nH]c(=O)nc1NCCc1ccccc1
47*	1.7	-14	O=[N+]([O-])c1ccc(/C=[N+](\[O-])CCO)o1
5	-1.1	-19	CC1CCC(C(C)C)C(OC(=O)CSc2nc(N)cc(=O)[nH]2)C1 (configuration not stated)
7	0.4	-29	O=C(c1nn2c(C(F)(F)F)cc(-c3ccccc3)nc2c1Cl)N1CCOCC1

# (list continues)
OX1R antag-1	STK33 kinase inh	OX1R antag-2	SMILES
14	1.0	-83	COc1cc(NS(=O)(=O)c2ccc(NC(=O)c3ccc(C)o3)cc2)nc(OC)n1
17	-1.7	-2	CSC1=C(C#N)C(C)C2=C(CC(C)(C)CC2=O)N1 (configuration not stated)
12	-0.6	-28	Cc1nnc(N2CCC(C(=O)NC3CCC(C)CC3)CC2)c2nn(-c3ccc(Cl)cc3)c(C)c12 (configuration not stated)
15	5.8	4	COc1cc(C(=O)Nc2cccc(-c3nncn3C)c2)cc(OC)c1OC
9	0.3	-33	C=CCN(C(=O)Nc1ccc(Cl)cc1)C1CC(=O)N(c2ccc(OC)cc2)C1=O (configuration not stated)
40	-1.1	-11	Cc1cc(NS(=O)(=O)c2ccc(NC(=O)COc3ccccc3C(C)(C)C)cc2)no1
21	-2.6	9	Nc1nnc(SCC(=O)Nc2nccs2)s1
10	-1.2	-3	COc1cccc(CN2CCN(C(=O)c3ccco3)CC2)c1
11	0.0	-31	CCOc1ccc2nc(SCC(=O)NCc3ccc(OC)c(OC)c3)[nH]c2c1
17	-0.9	-4	Cc1c(C(=O)N2CCN(Cc3ccc4c(c3)OCO4)CC2)sc2ncnc(N3CCN(c4ccccc4)CC3)c12
18	·	-5	Cc1ccc(C)c(NS(=O)(=O)c2ccc3c(c2)NC(=O)CO3)c1
5	0.4	-19	COc1ccc(CCNC(=O)C2CCCN(S(=O)(=O)N3CCCCCC3)C2)cc1OC (configuration not stated)
21	-0.6	-20	O=C1/C(=C\c2ccc(Br)o2)Cc2ccccc21
13	0.2	-9	Cc1[nH]c2ccccc2c1CCNC(=O)c1ccc2nccnc2c1
-1	0.6	-6	CC1=NOC(=O)/C1=C/c1ccc(O)c(Cl)c1
1	0.4	-7	CC(C)c1ccc(NC(=O)CN2C(=O)NC(C)(C3CC3)C2=O)cc1 (configuration not stated)
20	-1.5	-14	COc1cccc(-n2nc(C(C)=O)c(=O)[nH]c2=O)c1
9	-0.8	-6	CSc1nnc(CCNC(=O)OC(C)(C)C)o1
21	0.2	-20	COc1ccc(C2CC(c3ccccc3OC(C)=O)=NN2C(C)=O)cc1 (configuration not stated)
37	3.2	-6	COc1ccc(/C=C/C(=O)c2ccc(OC)cc2OC)cc1
8	-1.0	-1	CC(c1n[nH]c(=S)n1-c1ccccc1)N1CCCCC1 (configuration not stated)
7	1.0	-40	COc1ccc(C)cc1NC(=O)C1CCN(S(=O)(=O)c2ccc3c(c2)C(C)(C)C(=O)N3C)CC1
13	-1.7	-29	CCOC(=O)c1cc(-c2ccccc2)n(CCC(=O)N2CCN(c3ccc(OC)cc3)CC2)c1C
18	-1.1	-33	Cc1nc2ccc(S(=O)(=O)N(C)CC(=O)NCc3ccc(N(C)C)cc3)cc2s1
33	-1.0	-9	CCCCN(C)C(=O)C1CCN(Cc2ccccn2)CC1
4	-2.2	-49	CC1Sc2ccc(S(=O)(=O)CCC(=O)N3CCc4ccccc43)cc2NC1=O (configuration not stated)
13	-0.1	-34	CCOC(=O)c1cnc2c(Cl)cc(Cl)cc2c1NCCCN1CCOCC1
16	-0.7	-6	Cn1c(=O)[nH]c(=O)c2c1nc(OC(=O)c1ccccc1)n2CC(O)COc1ccccc1 (configuration not stated)
29	0.2	-32	CCOC(=O)c1cccc(NC(=O)CCn2c(=O)oc3ccccc32)c1
26	2.7	-14	COc1cccc(NC(=O)NC2(C(F)(F)F)Oc3ccccc3O2)c1

# Retrieved by compound from the entries so far, three records:
OX1R antag-1	STK33 kinase inh	OX1R antag-2	SMILES
-2	0.5	-10	O=c1nc(Nc2ccccc2)oc2ccccc12
5	-1.1	-19	CC1CCC(C(C)C)C(OC(=O)CSc2nc(N)cc(=O)[nH]2)C1 (configuration not stated)
1	0.4	-7	CC(C)c1ccc(NC(=O)CN2C(=O)NC(C)(C3CC3)C2=O)cc1 (configuration not stated)

# (continued)
OX1R antag-1	STK33 kinase inh	OX1R antag-2	SMILES
9	-4.2	-7	O=C(CN1CCN(Cc2ccccc2)CC1)NCC1COc2ccccc2O1 (configuration not stated)
25	-2.3	-11	Clc1ccccc1C1=CC(c2ccco2)n2nnnc2N1 (configuration not stated)
5	-0.1	-20	Cn1c2ccccc2n2c(=O)c(Cl)c(-c3ccccc3)c(C#N)c12
2	-0.9	-1	O=C(O)C1CCCN(S(=O)(=O)c2ccccc2[N+](=O)[O-])C1 (configuration not stated)
15	0.6	-4	Cc1cccc(C)c1N1CCN(c2n[nH]c(N)n2)CC1
16	-1.6	-12	O=S(=O)(Nc1ccccn1)c1ccc(Cl)cc1
5	-1.4	-7	COC(=O)CN(C#N)c1nc(NC(C)C)nc(NC(C)C)n1
6	-0.8	-26	Nc1c2c(nn1-c1ccc(F)cc1)CSC2
21	-0.5	-12	CCn1cc(C(=O)NCC2CCCO2)c(=O)c2cc(S(=O)(=O)N3CCCCCC3)ccc21 (configuration not stated)
-2	-2.3	8	O=C(Cn1ccc(NC(=O)OCc2ccccc2)nc1=O)NCC1CCCO1 (configuration not stated)
21	-3.3	-13	Cc1oc(-c2ccc3c(c2)OCCO3)cc1C(=O)NC(CCC(=O)O)C(=O)O (configuration not stated)
9	-1.9	-19	Cc1ccc(S(=O)(=O)N2CC=C(C(=O)NC3CCCC3)CC2)cc1
17	-0.2	-11	O=C(COC(=O)c1ccc(S(=O)(=O)N2CCOCC2)cc1)NC1CCCC1
1	0.5	-9	Cc1ccc2nc(N(CCN(C)C)C(=O)c3ccc4c(c3)OCCO4)sc2c1
8	-1.3	35	CCCc1ccc(Oc2cn[nH]c2-c2ccc(O)c(C)c2O)cc1
10	-0.4	-12	COc1ccc(C(=O)Nc2ccc3c(c2)Cc2ccccc2-3)cc1
18	-1.5	-12	COc1cc(NC(=O)C2C3C=CC(C3)C2C(=O)O)c(OC)cc1Cl (configuration not stated)
24	-1.3	-1	COc1ccc(CC(=O)N/N=C(\C)CC(=O)Nc2ccc(N(C)C)cc2)cc1OC
6	1.5	-9	Cc1ccc(OC(=O)CCC(=O)Nc2ccc(C(N)=O)cc2)cc1
31	0.5	-14	O=C1c2ccccc2C(=O)N1c1ccc(Br)c2cccnc12
9	-0.8	-13	S=C(NCCc1ccccc1)Nc1ccc(Nc2ccccc2)cc1
-2	0.3	5	CN(C(=O)c1ccncc1)C1CCCCC1
6	0.3	-31	CCOC(=O)c1ccccc1NC(=O)/C=C/c1cc(OC)c(OC)c(OC)c1
16	0.0	-1	CCOC(=O)Cc1csc(SCC(=O)/C(C#N)=C(\C)N)n1
-1	-1.6	-36	CCC(C)C(=O)N1c2ccccc2C(=C2SC(C(=O)OC)=C(C(=O)OC)S2)C(=S)C1(C)C (configuration not stated)
25	-2.0	-23	Clc1ncccc1-c1nc2ccccc2s1
26	-1.8	-17	O=C(c1sc(N2CCOCC2)nc1-c1ccccc1)N1CCCCC1
5	0.6	-6	CCOc1ccc(OCC)c(S(=O)(=O)NC2CC(C)(C)NC(C)(C)C2)c1
20	-0.7	-3	COc1cccc(NC(=S)NC(=O)/C=C/c2ccco2)c1
33	·	-1	O=[N+]([O-])c1ccccc1S(=O)(=O)Nc1ccc(-c2ccc(N3CCOCC3)nn2)cc1
9	-0.5	-7	Clc1ccc(OCc2nc(-c3ccncc3)no2)cc1
76*	0.2	-7	CN1CCN(C(=O)c2ccc3c(c2)S(=O)(=O)c2ccccc2C3=O)CC1
8	0.6	-23	CCOC(=O)C1CCCN(Cc2nc(N)nc(Nc3ccccc3OC)n2)C1 (configuration not stated)
20	-1.5	-20	CC(C)(C)c1ccc(S(=O)(=O)NCC(=O)N2CCN(Cc3ccccc3)CC2)cc1
30	1.6	-36	COc1ccc(/C=N/NC(=O)c2ccccc2O)cc1Cn1cc([N+](=O)[O-])cn1
58*	7.0	0	O=C(N/C(=C/c1cccc([N+](=O)[O-])c1)C(=O)N1CCOCC1)c1ccccc1Br
19	1.4	2	CCOc1ncccc1C(=O)Nc1cc(C(F)(F)F)ccc1N1CCOCC1
5	0.4	-21	COc1ccc(CNC(=O)CCCn2ncn3c(cc4occc43)c2=O)cc1
8	-2.6	5	Cc1cccc(C)c1NC(=O)CC(NCCc1ccccc1)C(=O)O (configuration not stated)
27	-1.6	-18	Cc1ccc(CNC(=O)COc2ccc(C)nc2[N+](=O)[O-])cc1

# Of the compounds above, these contain a cyano group:
OX1R antag-1	STK33 kinase inh	OX1R antag-2	SMILES
17	-1.7	-2	CSC1=C(C#N)C(C)C2=C(CC(C)(C)CC2=O)N1 (configuration not stated)
5	-0.1	-20	Cn1c2ccccc2n2c(=O)c(Cl)c(-c3ccccc3)c(C#N)c12
5	-1.4	-7	COC(=O)CN(C#N)c1nc(NC(C)C)nc(NC(C)C)n1
16	0.0	-1	CCOC(=O)Cc1csc(SCC(=O)/C(C#N)=C(\C)N)n1

# (cont.)
OX1R antag-1	STK33 kinase inh	OX1R antag-2	SMILES
1	2.5	-19	Cc1ccccc1C(=O)NC1CCN(CC(=O)Nc2ccc3c(c2)OCO3)CC1
-2	·	17	C[C@@H]1COC(=O)[C@@H](CC(=O)OC(C)(C)C)C/C=C\C[C@@H](CC(=O)NCCO)C(=O)N1
12	0.1	-8	N#Cc1cccc(Nc2c3c(nc4ccccc24)CCC3)c1
22	-0.2	-24	CCOc1cc(-c2noc(CCCC(N)=O)n2)cc(Br)c1OC
7	-1.0	-3	O=C(NNC(=O)c1cccc2ccccc12)c1ccco1
-2	-2.1	-4	O=C(CN1CCCC1)Nc1ccc2c(c1)CCC2
16	-1.3	6	O=C(C1=C(O)C(=O)N(CCCN2CCOCC2)C1c1ccccn1)c1cc2ccccc2o1 (configuration not stated)
19	-2.2	-7	COc1cc2c(C)nc3c(c(C)nn3-c3ccccc3)c2cc1OC
9	-0.6	-1	CCOC(=O)CC1C(=O)NCCN1C(=O)Nc1ccc(Cl)cc1 (configuration not stated)
11	1.0	-14	O=C(Nc1ccccc1)N1CCc2c([nH]c3ccccc23)C1C(F)(F)F (configuration not stated)
